Screening results deposited in PubChem by National Center for Advancing Translational Sciences (NCATS).
IL-1B inflam inh – qHTS for Inhibitors of Inflammasome Signaling: IL-1-beta AlphaLISA Primary Screen; THP-1 LPS/ATP IL-1B secretion, AlphaLISA, 16 h; active compounds read low; activity change, % at 57.5 µM; actives 4.7% (n = 360,000); in the data active means activity change below about -50%; inconclusive means mostly about -30% to -49%; further: on the % scale 0 is the no-effect control and ±100 the full control effect
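Secreted IL-1B measured by AlphaLISA bead assay after 16 h compound exposure of THP-1 cells; compounds (final up to 57.5 uM) added 1 h before LPS (250 ng/mL) and ATP (1.25 mM) stimulation; lower signal means less secretion.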
S2 tox – Viability Counterscreen for Primary qHTS for Inhibitors of ATXN expression; actives 0.49% (n = 400,000); Potency, µM (titrated, usually from 56.7 µM), usual class: cytotoxic; S2 cells (HEK-293 line with an ATXN2-luciferase reporter) viability, CellTiter-Fluor protease fluorescence, 24 h; further: potency means the concentration at half of the fitted maximal effect; nearly all actives have a fitted effect of over 40% in size
HT1080 IDH1KD tx – qHTS for induction of synthetic lethality in tumor cells producing 2HG: qHTS for the HT-1080-IDH1KD cell line | HT-1080 IDH1 knockdown viability, ATP luminescence, 48 h | Potency, µM (series often up to 46.1 µM), without a hit: top-dose activity, negative = toxicity, hits mostly cytotoxic | actives 2% (n = 360,000) | AID 686971, 2013;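 further: potency means the concentration at half of the fitted maximal effect; 0% = DMSO wells and -100% = cell-free medium wells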
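HT-1080-IDH1KD cells (IDH1 knocked down), 750/well in RPMI with 5% FBS, treated with compound 48 h at 37 degrees C. Viability by CellTiter-Glo luminescence, normalised to DMSO and no-cell wells; concentration-response curves classed.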
MCF10A rerep – A quantitative high throughput screen for small molecules that induce DNA re-replication in MCF 10a normal breast cells. AID 624296, 2012. MCF 10A DNA re-replication, Hoechst nuclear intensity, 48 h. actives 2.9% (n = 350,000). Potency, µM (top dose mostly 46.1 µM), for inactives: at the top dose activity, positive = re-replication, hits mostly activators; further: potency means the concentration at half of the fitted maximal effect; % of control where 0% means no effect; nearly all actives have a fitted effect of over 50% in size
ATXN2 expr inh – Primary qHTS for Inhibitors of ATXN expression | HEK-293 ATXN2-luciferase reporter, luminescence, 24 h | Potency, µM (titrated, usually from 57 µM), for inactives: top-dose activity change, negative = inhibition, hits mostly inhibitors | actives 0.72% (n = 360,000) | AID 1745845, 2022; further: potency means the concentration at half of the fitted maximal effect; on the % scale 0 is the no-effect control and ±100 the full control effect; nearly all actives have a fitted effect of over 55% in size
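qHTS (up to 57 uM final) was run with 24 h compound exposure of reporter cells at 37 °C. Each well was multiplexed: SteadyGlo luminescence measured ATXN2-luciferase expression after a fluorogenic Gly-Phe-AFC viability readout (25 uM final).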
KB-3-1 cytotox – qHTS assay for MDR1-selective chemotherapeutics: Primary screen using the parental adenocarcinoma cell KB-3-1; KB-3-1 viability, CellTiter-Glo ATP luminescence, 72 h; Potency, µM (series often up to 46.1 µM), for inactives: top-dose activity change, negative = cytotoxic, hits mostly cytotoxic; actives 1.4% (n = 400,000); further: potency means the concentration at half of the fitted maximal effect; on the % scale 0 is the no-effect control and ±100 the full control effect; nearly all actives have a fitted effect of over 60% in size
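72 h, 37 °C compound treatment of KB-3-1 parental cells; CellTiter-Glo added, 10 min, luminescence read. Data corrected against DMSO-only plates and normalized before curve fitting.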
KB-V1 cytotox – qHTS assay for MDR1-selective chemotherapeutics: Primary screen using the drug-selected MDR subline cells KB-V1 | KB-V1 MDR cells viability, CellTiter-Glo, 72 h | actives 3.4% (n = 400,000) | Potency, µM (top dose mostly 46.1 µM), for inactives: top-dose activity change, negative = cytotoxicity, usual class: cytotoxic; further: potency means the concentration at half of the fitted maximal effect; on the % scale 0 is the no-effect control and ±100 the full control effect; nearly all actives have a fitted effect of over 60% in size
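Compound-treated KB-V1 multidrug-resistant cells, 72 h, 37 degrees C; viability by CellTiter-Glo. Fitted qHTS curves give the values.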
SW480 rerep – A quantitative high throughput screen for small molecules that induce DNA re-replication in SW480 colon adenocarcinoma cells; AID 624297, 2012; Potency, µM (titrated, usually from 46.1 µM), without a hit: top-dose re-replication activation, most hits filed as activators; actives 1.8% (n = 340,000); SW480 DNA re-replication, Hoechst DNA content imaging, 48 h; further: potency means the concentration at half of the fitted maximal effect; % of control where 0% means no effect; nearly all actives have a fitted effect of over 55% in size
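Hoechst fluorescence of nuclei (405 nm excitation, 500-530 nm emission) measured by plate-scanning imager after 48 hr compound exposure at 37 C; re-replication scored as increased number of nuclei with elevated intensity.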
HT1080NT lethal – qHTS for induction of synthetic lethality in tumor cells producing 2HG: qHTS for the HT-1080-NT fibrosarcoma cell line | Potency, µM (series often up to 46.1 µM), inactives show top-dose activity, negative = less viability, usual class: cytotoxic | HT-1080-NT fibrosarcoma viability, CellTiter-Glo ATP luminescence, 48 h | actives 1.6% (n = 360,000);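 further: NT is the 2HG producing partner of a matched IDH1 knockdown line; potency means the concentration at half of the fitted maximal effect; 0% = DMSO-treated cells and -100% = media-only wells without cells; nearly all actives have a fitted effect of over 55% in size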
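HT-1080-NT fibrosarcoma cells (2HG-overproducing), 750 cells/well in RPMI with 5% FBS, dosed after 2 h and incubated 48 h at 37C. CellTiter-Glo luminescence normalized to DMSO and no-cell wells; concentration-response curves fitted and classed.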
An asterisk follows results filed as active; i = inactive; u = inconclusive; x = not tested or not shown; [ ] = dose if it differs, or a comment. Unless noted, the call rests on the fitted dose curve; in most records, active means well fitted curve in the direction sought with a large enough effect; inconclusive means small, poorly fitted or top-dose-only effect, or another doubt; inactive means no such curve, though single readings can be large; an effect the other way counts as inactive or inconclusive.

The opening 2 entries (preview)
smiles | SW480 rerep | KB-3-1 cytotox | S2 tox | MCF10A rerep | IL-1B inflam inh | HT1080NT lethal | KB-V1 cytotox | ATXN2 expr inh | HT1080 IDH1KD tx
COc1ccccc1CCNC(=O)C(=O)NCC1OCCN1S(=O)(=O)c1ccccc1 (centres undefined) | -9% | -4% | i | 2% | 0 | 17% | -9% | -3% | 6%
CCCn1c(C(=O)OC)cc2c1ccn2-c1ccc(F)cc1 | 8% | -6% | i | 23µM* | -18 | 2% | 0% | -1% | -10%

The whole of this part, from the start:
smiles | SW480 rerep | KB-3-1 cytotox | S2 tox | MCF10A rerep | IL-1B inflam inh | HT1080NT lethal | KB-V1 cytotox | ATXN2 expr inh | HT1080 IDH1KD tx
COc1ccccc1CCNC(=O)C(=O)NCC1OCCN1S(=O)(=O)c1ccccc1 (centres undefined) | -9% | -4% | i | 2% | 0 | 17% | -9% | -3% | 6%
CCCn1c(C(=O)OC)cc2c1ccn2-c1ccc(F)cc1 | 8% | -6% | i | 23µM* | -18 | 2% | 0% | -1% | -10%
COc1ccccc1N1C(=O)C2C3C=CC(C3)C2(C)C1=O (centres undefined) | -9% | 14% | i | 5% | 5 | 4% | 24% | 3% | 5%
Nc1nc(N2CCN(C(c3ccccc3)c3ccccc3)CC2)n[nH]1 | 4% | -12% | i | u | -17 | -2% | -13% | -33%[11.3 µM] | u
CCCn1nnnc1NCc1cccc(OC)c1OCC | 8% | -54% | i | 0% | -6 | 1% | 2% | x | -5%
O=C(CSc1nnc(NC2CC2)s1)Nc1ccc(N2CCOCC2)cc1 | u | 4% | i | 5% | 7 | 0%[9.24 µM] | 8% | 8% | -2%
COc1ccc(CNC(=S)N/N=C(\C)c2ccc(OC)cc2)cc1 | -1% | -8% | i | -8% | 31 | -14% | 3% | 16% | u
COc1ccccc1CN(C)CC(=O)Nc1cccc(S(=O)(=O)N2CCCC2)c1 | 8% | -19% | i | u | -16 | -1% | u | -19% | 0%
CCOC(=O)N1CCC(N2Cc3cccc(C(=O)NCc4ccc(C)cc4)c3C2=O)CC1 | -13% | -2% | i | 3% | 5 | -3% | 5% | -2% | -1%
CCCc1cc(=O)[nH]c(SCC(=O)Nc2sc(C(N)=O)c(C)c2C(=O)OCCOC)n1 | 11% | 8.2µM* | i | -5% | -10 | 2.3µM* | u | u | 2.6µM*
O=C(NCCCN1CCOCC1)c1ccc(S(=O)(=O)Nc2ccccc2F)cc1 | 22% | -6% | i | 9% | -13 | -43% | -14% | -18% | -3%
COc1ccccc1NC(C)C(=O)N/N=C/c1cccs1 (centres undefined) | -129%[inhibitor] | 0% | i | -1% | -4 | -22% | 13% | -3% | 0%
Cc1onc(-c2ccccc2)c1C(=O)Nc1nnc(CC(C)(C)C)s1 | -4% | 16% | i | 12% | 56 | 15% | u | -11% | 18%
c1ccc2[nH]c(NCCN3CCOCC3)nc2c1 | -4% | 13% | i | -3% | -1 | 3% | 0% | 28% | 10%
O=C(Nc1cc([N+](=O)[O-])ccc1F)c1ccc2c(c1)OCCO2 | 10% | 2% | i | 0% | 0 | 23% | 6% | 6% | u
CCC1CCCCN1CCCNC(=O)c1cc2c(=O)oc3ccc(C)cc3c2s1 (centres undefined) | 110% | -5% | i | 16% | u | -8% | -1% | -9% | -8%
CCCOc1ccc(C(=O)Nc2ccc(Cl)c(-c3nc4ncccc4o3)c2)cc1 | x | -3% | i | x | x | x | 5% | -3% | x
Cc1cccc(-n2cc[nH]c2=S)c1 | 1% | 5% | i | 3% | 0 | 22% | -6% | -9% | u
COC(=O)CN1C(=O)C(O)(CC(=O)c2ccccc2)c2ccccc21 (centres undefined) | 18% | 9% | i | 13% | -2 | 22% | -1% | 2% | 24%
Cc1cc(Br)ccc1NC(=O)CN1C(=O)C2CC=CCC2C1=O (centres undefined) | 6% | 7% | i | 4% | -18 | 1% | 10% | x | -4%
CCCN(Cc1cc2cccc(C)c2[nH]c1=O)C(=O)c1cccc(OC)c1 | -2% | -36% | i | 0% | -9 | -2% | u | 1% | -20%
Cn1c(SCC(=O)Nc2ccc(NC(=O)c3ccccc3)cc2)nnc1-c1ccncc1 | -11% | 6% | i | 5% | 57 | 6% | 6% | 5% | 16%
Cc1ccc2[nH]c(O)c(N=Nc3nc4ccccc4s3)c2c1 | 1% | u | 13µM* | -9% | 18 | u | 13µM* | u | -1%
Cc1ccc(S(=O)(=O)/N=C2\C=C(Nc3cccc(C(=O)O)c3)C(=O)c3ccccc32)c(C)c1 | u | u | x | 6.5µM* | -104* | 10µM* | -11% | 32µM* | 6.5µM*
CSc1ccccc1NC(=O)C1=CC(c2ccc3c(c2)OCO3)=NS(=O)(=O)N1C | x | -3% | u | x | x | x | 10% | -18% | x
COc1ccccc1NC(=O)CCSc1nnc(-c2ccc(O)cc2)o1 | -13% | 4% | i | 0% | 16 | -15% | -4% | -15% | -14%
O=C(Nc1ccc(F)cc1F)N1CCCC(c2nc(-c3ccc(F)cc3)no2)C1 (centres undefined) | -2% | -5% | i | -1% | -15 | -1% | 2% | -21% | -13%
COC(=O)c1cc(C(=O)N2CCc3ccccc32)cc([N+](=O)[O-])c1 | -6% | 4% | i | 0% | 19 | -3% | 7% | 6% | -6%
O=C(Cn1cc2c(n1)CCCCC2)Nc1c(F)c(F)cc(F)c1F | -6% | 4% | i | 4% | 24 | 0% | 19% | 6% | 5%
COC(=O)c1cc(C#N)c(N2CCN(C)CC2)nc1C | -70%[inhibitor] | 10% | i | 21µM* | 0 | 2% | -5% | 3% | 1%
Cc1onc(-c2ccc(F)cc2F)c1C(=O)Nc1cccc(C(F)(F)F)c1 | x | u | u | x | x | x | -23% | u | x
C=CCN(C(=O)Nc1ccccc1)C1CC(=O)N(c2ccc(OC)cc2)C1=O (centres undefined) | -4% | -8% | i | 0% | 17 | 13% | 10% | 1% | 0%
O=C(CCC(=O)c1ccc(Oc2ccccc2)cc1)Nc1cccc(Cl)c1 | -2% | 1% | i | 8% | 0 | -12% | 9% | -24% | -6%
CC(C)C(C(=O)NCC1CCCO1)N(C(=O)CNS(=O)(=O)c1ccccc1)C1CCCCC1 (centres undefined) | 2% | -1% | i | 14% | -3 | 2% | u | -1% | -3%
Fc1ccc(/C=N/NC2=Nc3cccc4cccc2c34)cc1 | 3% | 5% | u | 16µM* | -17 | -2% | u | 0% | 0%
COC/C=C/C1=CC2=CC(=O)C(C)(OC(=O)c3cnc4ccccc4n3)C(=O)C2=CN1c1ccccc1 (centres undefined) | 8% | 14% | u | 23% | 21 | -1% | 0% | 0% | 2%
CC1CC(C(F)(F)F)n2ncnc2N1 (centres undefined) | -5% | -5% | i | 0% | 8 | 13% | 18% | 2% | 6%
O=C(NCCCN1CCCC1=O)c1cc(-c2ccc(F)cc2)nc2ccccc12 | -1% | 1% | i | u | 5 | -5% | u | 3% | -4%
N=C1/C(=C/c2ccc(-c3cccc(C(=O)O)c3)o2)C(=O)N=C2SC(CC(=O)N3CCOCC3)=NN12 | u | -11% | i | -9% | -2 | -2% | u | 2% | -33%
O=C(Nc1ccccc1)C1CC(=O)N(Cc2ccccc2)C1 (centres undefined) | -4% | 2% | i | 7% | 2 | 27% | -6% | 1% | -1%
Cc1ccc(NC(=O)c2ccc(Cl)c(S(=O)(=O)Nc3c(C)n(C)n(-c4ccccc4)c3=O)c2)cc1Cl | 2% | -4% | i | 5% | -16 | -6% | 0% | 2% | -2%
CCC(C)NC(=O)CCc1c(C)nc2c(c(C)nn2-c2ccccc2)c1C (centres undefined) | -6% | u | i | -8% | -3 | -7% | -23% | x | -2%
O=C(NC1CCCCC1)C1CCC(=O)N(Cc2cccc(C(F)(F)F)c2)C1 (centres undefined) | -3% | x | u | -1% | 9 | 3% | x | -2% | -2%
Cc1c(Cl)cnc(NC(=O)COC(=O)c2ccc([N+](=O)[O-])s2)c1Cl | -9% | -7% | i | -3% | 42 | 1% | 0% | 1% | 0%
CC(C)(C)c1ccc(OC(=O)Nc2ccc(O)c(C(=O)O)c2)cc1 | 2% | 2% | i | 0% | -6 | 5% | -3% | x | 5%
CC(=O)N1CCN(C23CC4CC(CC(C4)C2)C3)CC1 | -10% | -9% | i | 0% | 0 | 1% | 2% | 21% | -1%
Cc1ccnc(NC(=O)CCC(=O)N(CC(=O)NC2CCCCC2)Cc2cccs2)c1 | 2% | 16% | i | -44%[inhibitor] | -1 | 13% | -23% | -19% | 20%
COc1ccc(C)cc1NCc1cccc(OC)c1OC | 0% | -7% | i | 3% | 11 | 16% | u | -6% | 1%
Cc1ccc(N(CC(O)CON=C2c3ccccc3-c3ccccc32)S(C)(=O)=O)cc1 (centres undefined) | 14% | 5% | u | 5% | u | u | 23µM* | u | u

Some of these compounds in order of length of the SMILES, ascending.
smiles | SW480 rerep | KB-3-1 cytotox | S2 tox | MCF10A rerep | IL-1B inflam inh | HT1080NT lethal | KB-V1 cytotox | ATXN2 expr inh | HT1080 IDH1KD tx
COc1ccc(C)cc1NCc1cccc(OC)c1OC | 0% | -7% | i | 3% | 11 | 16% | u | -6% | 1%
CC(C)(C)c1ccc(OC(=O)Nc2ccc(O)c(C(=O)O)c2)cc1 | 2% | 2% | i | 0% | -6 | 5% | -3% | x | 5%
Cc1ccc(N(CC(O)CON=C2c3ccccc3-c3ccccc32)S(C)(=O)=O)cc1 (centres undefined) | 14% | 5% | u | 5% | u | u | 23µM* | u | u
